Vif inh – inhibitors of HIV Vif | HEK293T cells, Vif self-association by quenched fluorescence, imaging, 24 h | inhibition, % at 7.49 µM | 340,000 compounds, 0.35% hits | AID 602346; in the data active = inhibition above about 50%, passing the limit was not always enough; inconclusive = no clear call, values can overlap the other calls; inactive = below about 31%; note: some results filed as inactive read as strong as hits
SRC2 inh – inhibits human steroid receptor coactivator 2. HEK293 GAL4-SRC2 luciferase reporter, luminescence. inhibition, % at 9 µM. Q15596. 370,000 compounds, 0.17% hits. AID 651957;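 active = inhibition above the mean inhibition of all tested compounds plus 3 SD, set per campaign, cut at about 52% in these data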;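 note: 0% = DMSO treated cells and 100% = cells given Gossypol at 36 µM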
NR2F2 inh – inhibitors of human COUP-TFII (NR2F2); HEK293T NGFI-A luciferase reporter, luminescence; inhibition, % at 8.6 µM; 370,000 compounds, 0.7% hits;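 active = inhibition above a per-plate cutoff, mean inhibition of test wells between control levels plus 3 SD, cut at about 38% in these data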;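 note: cells cotransfected with COUP-TFII expression vector driving the NGFI-A reporter; 0% = median of COUP-TF2 test wells and 100% = reporter-only cells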
C8 TRAIL sens – caspase-8 TRAIL sensitization; NB7+C8 cells + TRAIL, ATPlite viability luminescence; inhibition (viability loss, TRAIL sensitization), % at 10 µM; 360,000 compounds, 1% hits;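 active = compounds causing at least 50% loss of cell viability in the single-dose screen, relative to plate controls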
SRC3 inh – inhibitors of human steroid receptor coactivator 3 (SRC3); 360,000 compounds, 0.17% hits; Q9Y6Q9; HEK293 GAL4-SRC3 luciferase reporter, luminescence; inhibition, % at 3.6 µM;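 active = inhibition above a per-campaign cutoff, the mean of all compounds plus 3 SD, cut at about 60% in these data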;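 note: 0% = DMSO-treated cells and 100% = gossypol-treated cells at 36 µM; higher means less SRC3-driven luciferase light from the GAL4 reporter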
NOD2-RIPK2 inh – blocks binding of human NOD2 to RIPK2 | CHO BLA complementation NOD2-RIPK2, CCF4 ratio | inhibition, % at 4.98 µM | 360,000 compounds, 0.38% hits; in the data active = inhibition above about 21%;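 note: 0% = vehicle only and 100% = reference blocker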
TROY NFkB inh – inhibitors of TROY-dependent NF-kB signaling. Q293 LMP1-TROYcd NF-kB luciferase reporter, 4 h. inhibition, % at 10 µM. 360,000 compounds, 0.98% hits;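 active = compounds whose plate-normalised and pattern-corrected inhibition of the luciferase reporter signal at the single screening dose is 50% or more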
EBV LMP1 NFkB – reduces LMP1-driven NF-kappaB luciferase signal; LMP1-induced NF-kappaB luciferase reporter cells, luminescence; AID 504558; 350,000 compounds, 0.69% hits; inhibition, % at 12.5 µM; in the data active = inhibition above about 41%; inconclusive = no clear call, values can overlap the other calls;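 note: 0% = neutral control wells and 100% = reference inhibitor control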
TLR9-MyD88 inh – inhibitors of human TLR9-MyD88 binding; CHO BLA complementation TLR9-MyD88, CCF4 FRET ratio; AID 504734; 340,000 compounds, 0.21% hits; inhibition, % at 4.98 µM;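 active = inhibition above the mean over all tested compounds plus 3 SD, cut at about 21% in these data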;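 note: 0% = DMSO only wells and 100% = clavulanate BLA inhibitor control wells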
Target sequence (Q99836 whole entry, looked up): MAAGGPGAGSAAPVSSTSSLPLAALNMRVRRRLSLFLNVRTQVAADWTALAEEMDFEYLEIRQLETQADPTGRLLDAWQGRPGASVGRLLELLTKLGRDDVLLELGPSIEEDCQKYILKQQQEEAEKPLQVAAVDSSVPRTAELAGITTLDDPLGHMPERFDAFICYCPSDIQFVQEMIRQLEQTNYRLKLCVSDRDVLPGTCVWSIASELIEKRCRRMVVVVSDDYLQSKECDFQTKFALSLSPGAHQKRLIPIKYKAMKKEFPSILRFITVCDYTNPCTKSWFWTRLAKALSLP
Target sequence (Q9NR96 whole entry, looked up): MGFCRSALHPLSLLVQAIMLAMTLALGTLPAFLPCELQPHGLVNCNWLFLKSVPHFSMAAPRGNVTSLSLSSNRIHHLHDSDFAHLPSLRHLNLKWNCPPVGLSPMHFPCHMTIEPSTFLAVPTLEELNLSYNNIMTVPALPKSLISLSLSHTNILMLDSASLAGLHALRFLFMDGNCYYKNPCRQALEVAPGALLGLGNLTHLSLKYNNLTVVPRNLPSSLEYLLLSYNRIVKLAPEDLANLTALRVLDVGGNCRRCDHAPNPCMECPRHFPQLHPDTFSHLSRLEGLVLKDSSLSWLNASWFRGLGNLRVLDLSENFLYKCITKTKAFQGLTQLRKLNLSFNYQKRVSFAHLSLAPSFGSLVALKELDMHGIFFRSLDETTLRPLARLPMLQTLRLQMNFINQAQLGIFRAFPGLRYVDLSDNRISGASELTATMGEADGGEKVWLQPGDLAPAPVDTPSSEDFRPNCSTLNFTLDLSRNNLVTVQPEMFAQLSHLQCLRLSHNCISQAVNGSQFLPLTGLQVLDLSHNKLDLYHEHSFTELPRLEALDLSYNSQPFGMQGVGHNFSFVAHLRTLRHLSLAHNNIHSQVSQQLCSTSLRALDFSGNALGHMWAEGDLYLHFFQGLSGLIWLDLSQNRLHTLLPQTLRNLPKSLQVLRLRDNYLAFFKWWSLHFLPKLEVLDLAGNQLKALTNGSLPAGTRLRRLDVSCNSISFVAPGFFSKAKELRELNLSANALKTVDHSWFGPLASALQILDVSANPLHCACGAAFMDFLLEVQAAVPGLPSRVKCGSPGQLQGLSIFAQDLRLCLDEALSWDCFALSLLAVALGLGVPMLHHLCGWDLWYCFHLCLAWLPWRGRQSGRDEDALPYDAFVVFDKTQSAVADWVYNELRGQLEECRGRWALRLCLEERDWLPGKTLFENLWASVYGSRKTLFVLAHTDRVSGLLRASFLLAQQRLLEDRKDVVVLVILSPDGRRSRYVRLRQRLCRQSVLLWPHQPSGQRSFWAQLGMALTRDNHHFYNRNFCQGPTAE
SRC1 inh – human NCOA1 inhibition. inhibition, % at 3.6 µM. Q15788. HEK293 GAL4-SRC1 luciferase reporter, luminescence. 360,000 compounds, 0.12% hits. AID 588354;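 active = inhibition above the campaign mean plus 3 SD, with each screening campaign given its own cutoff, cut at about 60% in these data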;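 note: 0% = DMSO treated cells and 100% = gossypol at 36 µM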
NR5A2 inv ag – NR5A2 inverse agonism in reporter assay | O00482 | HEK293T StAR-luciferase reporter, LRH-1 transfected, 24 h | inhibition, % at 3.6 µM | 360,000 compounds, 0.13% hits;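 active = inhibition above the mean inhibition of all tested compounds plus 3 SD, cut at about 73% in these data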;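 note: 0% = DMSO wells and 100% = reporter-only cells lacking LRH-1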
Numbers without * were called inactive; ? = inconclusive; . = not tested or not shown. Only part of the results is shown. The share of hits here may be higher or lower than overall.

SMILES	Vif inh	SRC2 inh	NR2F2 inh	C8 TRAIL sens	SRC3 inh	NOD2-RIPK2 inh	TROY NFkB inh	EBV LMP1 NFkB	TLR9-MyD88 inh	SRC1 inh	NR5A2 inv ag
CCOC(=O)C1=C(C(C)=O)C(c2cccnc2)C(C#N)=C(N)O1 (centres undefined)	-12	1	7	-9	15	-8	17	-2	5	-16	-15
COc1ccccc1-n1c(-c2ccccc2)n[nH]c1=S	3	10	-24	5	0	5	7	46*	6	-4	-10
C[C@H]1CN([C@@H](C)CO)C(=O)CCCn2nncc2CO[C@@H]1CN(C)S(=O)(=O)c1ccc(Oc2ccccc2)nc1	.	6	-3	-15	-28	-3	-5	-4	-5	-13	7
C#CCNC(=O)C1=C[C@H](c2ccc(C(F)(F)F)cc2)C[C@H](OCc2ccc(CO)cc2)O1	3	-16	0	4	-14	-9	-24	6	2	-7	18
O=C(Oc1ccc(-c2ccccc2)cc1)N1CCCCC1	-3	-45	-36	11	-76	-12	-30	-32	-1	-94	-26
CC(C)C[C@H]1CN=C(N(C)C)N1CC1CCCC1	-3	-18	4	5	7	-13	-21	-2	-1	-7	11
Cc1ccc(NC(=O)C2CCN(S(=O)(=O)c3ccc(F)cc3)CC2)cc1	7	0	-9	-11	8	5	-10	3	8	-14	-5
O=C(OCc1cn([C@H]2CN(C(=O)c3cccs3)[C@@H](c3ccccc3)C[C@@H]2O)nn1)c1ccccc1	14	5	-2	3	9	-7	-2	-3	1	2	21
Cn1ccnc1C(OC(=O)c1ccccc1)C(F)(F)F (centres undefined)	-6	7	-2	-14	5	-4	13	-1	-2	6	-21
Cc1cccc(Nc2nc(-c3ccc4c(c3)OCCO4)cs2)c1	0	-55	-32	37	-53	-7	66*	-57	-6	-75	-131
COc1ccc(-c2cn[nH]c2-c2ccc(OC)cc2O)cc1	-10	52*	16	-2	40	-2	43	32	0	34	11
O=C(C1=C[C@@H](c2coc3ccccc3c2=O)C[C@@H](OCCCCO)O1)N1CCOCC1	-2	1	13	-15	9	-6	-3	25	4	-3	-4
Cc1cc(C)c(NC(=O)c2c[nH]c(=S)n2-c2ccc(F)cc2)c(C)c1	6	6	1	-6	12	-7	-21	3	1	-21	-7
O=CNCCCc1nc2ccccc2n1Cc1ccccc1	17	9	-6	-6	13	-8	-1	3	2	11	-2
C=CCNC(=S)N1CCC(C(=O)c2ccc(Cl)cc2)CC1	-9	3	5	10	5	-2	15	-2	1	2	4
CCOc1ccc(N(CC(=O)N2CCN(c3ccccc3F)CC2)S(=O)(=O)c2c(C)noc2C)cc1	18	-14	9	0	-12	-2	-9	13	0	8	-29
CC(C)CCn1nc(C(=O)OCC(=O)NC(C)c2ccccc2)c2ccccc2c1=O (centres undefined)	13	-15	-3	-18	6	3	2	3	4	0	-30
CCN(CC)C(=O)C1=C(C)N(Cc2ccc(C(C)(C)C)cc2)C(=O)C(CC(=O)NCCc2ccccn2)C1 (centres undefined)	3	-35	10	5	-12	-3	-2	-8	-11	12	-19
COc1ccccc1CNC(=S)Nc1ccc2nc(N3CCN(C)CC3)cc(C)c2c1	-1	-3	3	6	-11	-11	10	-4	-2	-9	3
CC(=O)Nc1cc(-n2cnnn2)ccc1C	-6	-20	9	-10	0	-5	-8	3	-1	-1	-1

Some of these compounds in order of heavy-atom count, low to high:
SMILES	Vif inh	SRC2 inh	NR2F2 inh	C8 TRAIL sens	SRC3 inh	NOD2-RIPK2 inh	TROY NFkB inh	EBV LMP1 NFkB	TLR9-MyD88 inh	SRC1 inh	NR5A2 inv ag
O=C(Oc1ccc(-c2ccccc2)cc1)N1CCCCC1	-3	-45	-36	11	-76	-12	-30	-32	-1	-94	-26
Cc1cc(C)c(NC(=O)c2c[nH]c(=S)n2-c2ccc(F)cc2)c(C)c1	6	6	1	-6	12	-7	-21	3	1	-21	-7
O=C(OCc1cn([C@H]2CN(C(=O)c3cccs3)[C@@H](c3ccccc3)C[C@@H]2O)nn1)c1ccccc1	14	5	-2	3	9	-7	-2	-3	1	2	21

Next section.
SMILES	Vif inh	SRC2 inh	NR2F2 inh	C8 TRAIL sens	SRC3 inh	NOD2-RIPK2 inh	TROY NFkB inh	EBV LMP1 NFkB	TLR9-MyD88 inh	SRC1 inh	NR5A2 inv ag
COc1ccc(-c2nc3c(c4nnc(SC(C)C(=O)Nc5ccc(C)cc5)n24)COC(C)(C)C3)cc1 (centres undefined)	-18	-2	-17	0	12	1	12	3	-3	-2	-4
Nc1nc(SCc2ccc(F)cc2)ns1	-3	8	-25	2	-54	-7	-50	-1	3	-36	-25
Cc1ccc(N2CCN(Cc3ccccc3)CC2=O)c(C)c1	5	-19	6	8	6	-6	-3	1	6	-32	-11
COc1ccccc1NC(CC(=O)c1ccccc1)C(=O)OCC(=O)c1ccc(C)c(C)c1 (centres undefined)	7	-20	-40	58*	-189	-5	37	-30	-14	-92	-75
Nc1ccc(CN2CCCCCC2)cc1	.	-32	6	5	12	-9	-13	-2	1	-50	10
CCCN1CNC(=S)N(c2cc(C)ccc2C)C1	1	1	13	-1	19	0	-8	6	11	-5	14
O=C(CCC1CCCN(C(=O)c2ccc3c(c2)OCCO3)C1)NCc1ccccc1F (centres undefined)	-2	-31	-11	-6	-23	-3	-41	0	-14	-81	-36
O=C(Nc1nc2ccc(Cl)cc2s1)[C@@H]1CCCN1C(=O)c1cccs1	11	-19	-12	-6	-27	4	17	-21	-3	-37	-12
CN1CCN(c2cc3c(c4c2[nH]c2ccccc24)C(=O)CC(C)(C)C3)CC1	1	-15	-12	15	-18	-4	1	-22	1	-30	-16
CC(C)CC(=O)Nc1ccnn1C1CCN(C(=O)c2ccc(Cl)cc2F)CC1	1	-10	-25	-2	-13	-12	-22	-1	-4	-27	-5
CC(C)Cn1c(SCc2nnc(-c3cccs3)o2)nc(O)cc1=O	13	-26	15	-2	-13	7	-5	11	0	-20	-17
Cc1cc2n(n1)C(c1ccccc1Cl)Nc1ccccc1-2 (centres undefined)	-6	-19	-8	0	6	-1	2	-11	-5	4	8
O=C(O)c1ccc(N2C(=O)Nc3ccccc3N2O)cc1	7	-5	-12	-3	4	-4	7	-3	-7	-5	-13
CC1(C)CN(Cc2ccccc2)C(=O)[C@H]1CC(=O)Nc1ccccc1	5	17	15	8	-29	-6	-2	?	-5	-3	-3
CCn1c(SCc2nc(-c3ccccc3)no2)nnc1-c1ccco1	-12	-18	18	7	-1	1	-1	-5	-5	-14	22
Cc1ccc(S(=O)(=O)N2C[C@H]3[C@H]4C(=O)N(c5ccccc5)C(=O)[C@H]4C[C@H](OC(=O)NCc4ccco4)[C@@]3(O)C2)cc1	-1	2	6	-10	15	-7	-5	-8	7	1	3
COc1ccccc1CNC(=O)c1ccc(OC(C)C)cc1	-6	-1	-5	3	-29	-3	-26	-3	11	-4	-17
O=C(NC1CC(=O)N(c2cccc(F)c2)C1)C(=O)c1c[nH]c2ccccc12 (centres undefined)	6	1	-1	2	-7	-4	-46	1	0	5	3
Cc1ccc(NC(=O)CSc2nc3ccccc3c(=O)n2CCCC(=O)NCC2CCCO2)cc1 (centres undefined)	12	3	-1	-4	-4	-5	-22	1	0	-13	24
Cc1cccc(NC(=O)c2cc3ccccc3nc2C)c1	1	-17	12	-13	3	6	-19	5	5	-9	-3
CCOC(=O)C1CCCN(C(=O)c2ccc(CS(=O)(=O)c3ccc(C)cc3)o2)C1 (centres undefined)	3	.	.	-12	-9	-6	16	3	6	-13	-8
COc1ccc(CNC(=O)c2ccc(CN3CCOCC3)cc2)cc1	-1	-14	1	9	-3	0	-6	-9	5	-14	-22
CNC(=O)C1CC(=O)N(c2ccc(F)c(Cl)c2)C1 (centres undefined)	11	3	-1	-3	11	7	-5	6	3	-1	11
C[C@H](NC(=O)C1CCC(CNC(=O)[C@@H]2CCCN2C(=O)OC(C)(C)C)CC1)C(=O)O (some centres undefined)	-7	6	2	-1	-27	-7	7	3	3	12	-8
CC(C)[C@H](NC(=O)c1ccccc1)C(=O)OCC(=O)/C=C1/N(C)c2ccccc2C1(C)C	-14	19	18	0	-4	-3	35	-14	-6	-10	-10
Cc1c(C(=O)N/N=C/C(C)C)[nH]c2ccc([N+](=O)[O-])cc12	3	10	16	-9	20	-8	13	-4	1	30	-6
COc1cccc(C2C(C(=O)c3ccc(C)o3)=C(O)C(=O)N2CCN2CCOCC2)c1OC (centres undefined)	7	-8	-17	9	9	3	-3	-16	1	1	4
O=C(Nc1ccccc1C(=O)Nc1ccccn1)c1ccccc1F	5	-23	2	11	-28	-6	-2	-1	6	-1	20
CC1C2NC(=O)N(Cc3ccccc3)C1(C)Oc1ccccc12 (centres undefined)	14	10	-4	-16	18	1	-5	5	12	7	17
CCc1ccccc1NC(=O)CSc1nc2[nH]c(=O)cc(O)c2s1	6	-6	-5	-10	6	-24	1	3	12	-33	-12
Cc1nnc(SCC(=O)NC2CCCC2)n1C(C)C	-3	-23	-3	9	0	4	-7	0	-9	-27	-9
OC(CNCc1ccc(Cl)cc1)C(F)(F)F (centres undefined)	15	-6	-4	0	-5	0	-44	-11	-5	-14	-2
Cc1ccc(NC(=O)CSCC(=O)N(C)CC(=O)Nc2ccccc2C(F)(F)F)cc1	7	-8	9	-11	5	-7	-3	-2	7	-7	7
CN(C)CCNc1cccc2sc3ccc(O)cc3c(=O)c12	2	-87	-22	18	21	4	-66	.	.	8	29
Cc1cc(C(=O)CC#N)c(C)n1-c1ccc(OC(F)F)cc1	-4	-6	10	-16	19	-11	12	4	-14	6	10
O=C(/C=C/c1ccc(-c2ccccc2[N+](=O)[O-])o1)c1ccco1	0	-20	-2	3	-4	-6	14	0	2	-38	27
Cc1ccc(NC(=O)COC(=O)C2CC(=O)N(Cc3ccccc3)C2)cc1S(=O)(=O)N(C)C (centres undefined)	.	11	-12	-8	-15	2	7	-1	2	1	4
COCC(=O)NC(C)c1nc2ccccc2[nH]1 (centres undefined)	.	0	16	2	4	-4	0	3	-1	1	7
CCn1c(CSCc2ccccc2)n[nH]c1=S	5	-13	8	2	-3	-9	-1	4	2	-27	-1
O=C(O)c1cc(C(=O)C2CCCCC2)c[nH]1	7	-11	19	5	7	-1	-2	-9	-1	5	6
CCN(CC)c1nc(N)c(C#N)c(CC#N)c1C#N	-4	5	-21	5	-6	3	14	3	-14	-4	-6
O=C(NCc1ccco1)C1CCN(C(=O)c2ccc([N+](=O)[O-])cc2)CC1	4	-8	5	-4	4	2	-25	-1	-2	-17	4
CC(=O)Nc1ccc(SC[C@H](Cc2ccccc2)N2CCN(CC(C)C)CCC2=O)cc1	1	-30	2	11	14	-10	-10	7	-3	-2	14
CCC1SC(=Nc2cccc(C)c2)NC1=O (centres undefined)	-2	-30	-14	7	-2	4	-2	-1	7	-13	-13
O=C(CSc1nccn1Cc1ccco1)Nc1ccccc1C(F)(F)F	2	-42	-4	-8	-3	4	-21	-4	11	-43	-13
Cc1ccc(S(=O)(=O)N2CCN(C(=O)CSc3ncc(C(F)(F)F)cc3Cl)CC2)cc1	-10	9	-1	8	-10	-7	-2	0	-2	1	8
O=C1CNC(=O)/C1=C\N1CCCCC1	15	2	6	-25	-12	-8	1	2	-4	-3	-30
COc1ccc(S(=O)(=O)Nc2nc3n(n2)C(c2ccc(Cl)cc2)CC(=O)N3)cc1 (centres undefined)	3	-5	-8	-10	32	11	15	2	-1	-9	-14

Compound activity deposited in PubChem by several laboratories.
